Compound activity (PubChem)
Myeloid diff MLP – myeloid differentiation induction; ER-HoxA9 myeloid progenitors, lysozyme-GFP differentiation, flow cytometry; calls only at 10 µM; actives 1% (n = 360,000); AID 624256;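 active means normalized GFP-positive differentiation at or above the plate's own cutoff, the solvent-only control mean plus 3 SD; inconclusive means no clear call, values can overlap the other calls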;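 further: cells exposed to compound for four days before flow analysis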
Myeloid diff MLP GFP+ MAC1+ % – also measured in Myeloid diff MLP; calls as there; GFP+ MAC1+ double positive, %; measured here: differentiation confirmed by MAC1 staining
* marks the source's active call; other numbers are inactive results; i = inactive; u = inconclusive; x = no result given; + = active, no number. Some of the compounds tested; rates above refer to the full screens.

SMILES | Myeloid diff MLP | Myeloid diff MLP GFP+ MAC1+ %
CCOC(=O)C1(C(=O)OCC)NC(=O)CC1CC(C)C (stereo not given) | i | 0.9
CS(=O)(=O)c1ccc(C(=O)OCC(=O)N(CCc2ccccc2)Cc2ccccc2)cc1 | i | 1.0
NC(=O)c1cccc(-c2cnc(N)c(C(=O)c3cccnc3)n2)c1 | i | 2.7
CCC(c1nnnn1-c1ccc2c(c1)OCCO2)N1CCc2ccccc2C1 (stereo not given) | i | 0.9
CC(C)Oc1ccc(C(=O)CCN2CCOCC2)cc1 | i | 0.8
N#Cc1c(/N=C/c2ccc(-c3ccc(C(=O)O)c(Cl)c3)o2)sc2c1CCCC2 | i | 0.6
CN(C(=O)CSc1nnc(-c2ccccc2F)n1N)C1CCCCC1 | i | 0.4
Oc1c(Br)cc(Br)cc1/C=N/c1nccs1 | i | 1.1
Cc1cc(NC(=O)CSCC(=O)Nc2ccc(Cl)c(C(F)(F)F)c2)no1 | i | 0.5
Cc1ccc(NC(=O)C2(c3ccccc3)CCCC2)nc1 | i | 1.4
O=C(NC1CCCCC1)C1c2ccccc2OCC(=O)N1Cc1ccccc1 (stereo not given) | i | 1.0
Cc1ccc([C@H]2C(C(=O)O)=C[C@@H](C(C)(C)C)N2S(=O)(=O)c2ccc(C)cc2)cc1 | i | 0.3
CC[C@@H]1C(c2cccc(Cl)c2)=NN(c2ccc(Br)cc2)[C@H]1C(=O)N1CCOC1=O | i | 1.7
COc1ccccc1NC(=O)CN(Cc1ccco1)C(=O)c1ccc(N2CCCC2=O)cc1 | i | 0.7
N#Cc1cccc(NC(=O)c2ccc(S(=O)(=O)N3CCOCC3)cc2)c1 | i | 0.1
C[C@H](CO)N1C[C@H](C)[C@@H](CN(C)C(=O)Nc2cccc(Oc3ccccn3)c2)OCc2cnnn2CCCC1=O | i | 0.5
O=C(Nc1ccc(C(F)(F)F)cc1)C1CCCCN1S(=O)(=O)c1ccccc1 (stereo not given) | i | 0.3
COc1ccc([C@H]2C[C@H](O)[C@@H](n3cc(-c4ccc(F)cc4)nn3)CN2C(=O)C2CCCCC2)cc1 | i | 2.8
CC(C)OCCc1cccc[n+]1[O-] | i | 1.5
CC(C)(C)C1CCN2CCC[C@](c3ccccc3)(C1)C2OCCCO (stereo not given in full) | i | 0.5
N#CCC(C(=O)c1cccnc1)c1ccccc1 (stereo not given) | i | 1.3
O=C(COc1ccccc1F)NNC(=O)Cn1c(=O)cnc2ccccc21 | i | 0.6
O=S(=O)(c1cccc(Cn2nnc(-c3ccccc3)n2)c1)N1CCOCC1 | i | 0.6
Cc1csc(CNc2ncnc3ccc(-c4cccc(Cl)c4)cc23)c1 | i | 2.3
CCOC(=O)C1=C(COC(=O)/C=C/c2ccc(O)c(OC)c2)NC(=O)NC1C (stereo not given) | i | 0.2
SMILES | Myeloid diff MLP | Myeloid diff MLP GFP+ MAC1+ %
CN(C(=O)CSc1nnc(-c2ccc(F)cc2)n1C)C1CCS(=O)(=O)C1 (stereo not given) | i | 1.0
COc1ccc(N/C=C/C(=O)c2ccc(C)cc2)c([N+](=O)[O-])c1 | i | 0.3
COc1ccc(C(=O)N[C@H](C(=O)NCCCSc2ccccc2)C(C)C)cc1 | i | 1.6
CCN(c1ccc(NC(=O)CCc2nc3sc4c(c3c(=O)[nH]2)CCCC4)cc1)C(C)C | i | 0.5
CN(CC(=O)Nc1ccc(F)c(F)c1F)C(=O)C1CC(=O)N(C2CCCC2)C1 (stereo not given) | i | 0.5
CCc1ccc(CNC(=O)C2CCN(S(=O)(=O)N3CCCCC3)CC2)cc1 | i | 0.8
Cc1cc(C(=O)c2ccc3ccccc3c2)c(C)o1 | i | 0.4
COc1cc(C(=O)COC(=O)c2ccncc2)cc(OC)c1OC | i | 0.6
CN1C(C)(C)CC(NC(=O)CCC(=O)NC2CC(C)(C)N(C)C(C)(C)C2)CC1(C)C | i | 1.5
Cc1cccc(C)c1NC(=O)Nc1nc(C(N)c2ccccc2Cl)cs1 (stereo not given) | i | 1.0
COCCn1c(SCC(=O)Nc2c(C)n(C)n(-c3ccccc3)c2=O)nnc1-c1ccncc1 | i | 0.9
O=C(COC(=O)c1ccc2c(c1)OCCO2)Nc1ccccc1C(F)(F)F | i | 1.7
COC(=O)C1=CN(c2ccc(F)cc2)C(N)=C(C#N)C1c1ccccc1 (stereo not given) | i | 1.6
CC1CC(C)CN(C(=O)c2ccc(-c3ccc([N+](=O)[O-])cc3)o2)C1 (stereo not given) | u | x
CC(C)NC(=O)N(C)C[C@H]1Oc2c(NS(=O)(=O)c3cccs3)cccc2C(=O)N([C@H](C)CO)C[C@@H]1C | i | 1.9
CC1(C(=O)NCCC(F)(F)F)Cc2c(-c3cccc(C(F)(F)F)c3)ccnc2O1 (stereo not given) | i | 2.0
Cc1ccc(C(=O)NCC(=O)Nc2ccc3c(c2)CCC3)cc1C | i | 0.9
N#Cc1ccsc1NC(=O)C1CCCN1S(=O)(=O)c1cccs1 (stereo not given) | i | 0.8
CCCOc1cccn2c(N(C)C(=O)c3ccccc3F)c(CC)nc12 | i | 2.2
COc1cc(F)ccc1-c1csc(C(C)(O)c2ccc(F)c(F)c2)n1 (stereo not given) | i | 1.1
O=C(Nc1ccc2c(c1)OCO2)c1ccccn1 | i | 2.2
CC(C)N(C)c1ncnc2c1ncn2[C@H]1CN(C2CCCC2)C[C@@H](CO)O1 | i | 1.1
O=C(c1ccc2nc[nH]c2c1)N1CCN(S(=O)(=O)c2cccc(F)c2)CC1 | i | 0.7
CC(=O)NCCNC(=O)Cn1nnc(-c2ccccc2)c1COc1ccc2ccccc2c1 | i | 1.5
CCC(C)N(C(=O)CSc1nnc(C)n1C)C1CCS(=O)(=O)C1 (stereo not given) | i | 1.0

Rewritten as labelled records: two of the compounds above.
CC(C)N(C)c1ncnc2c1ncn2[C@H]1CN(C2CCCC2)C[C@@H](CO)O1
  Myeloid diff MLP = i	Myeloid diff MLP GFP+ MAC1+ % = 1.1

O=C(c1ccc2nc[nH]c2c1)N1CCN(S(=O)(=O)c2cccc(F)c2)CC1
  Myeloid diff MLP = i	Myeloid diff MLP GFP+ MAC1+ % = 0.7

Structures listed so far containing a nitro group on carbon:
SMILES | Myeloid diff MLP | Myeloid diff MLP GFP+ MAC1+ %
COc1ccc(N/C=C/C(=O)c2ccc(C)cc2)c([N+](=O)[O-])c1 | i | 0.3
CC1CC(C)CN(C(=O)c2ccc(-c3ccc([N+](=O)[O-])cc3)o2)C1 (stereo not given) | u | x

(cont.)
SMILES | Myeloid diff MLP | Myeloid diff MLP GFP+ MAC1+ %
CC(C)=CCC/C(C)=C/CNC(=O)CC1C[C@H](C(=O)N2CCOCC2)[C@@]2(C)c3[nH]c4ccccc4c3CCN2C1=O (stereo not given in full) | i | 0.3
Cc1ccc(C(=O)Nc2ccccn2)cc1S(=O)(=O)N1CCOCC1 | i | 0.4
CN1CCN(S(=O)(=O)c2cccc([N+](=O)[O-])c2)CC1 | i | 2.2
CC1=C(C(=O)N(C)C)CC(CC(=O)NCc2cccc3ccccc23)C(=O)N1Cc1ccccc1 (stereo not given) | i | 1.1
CSc1ncc(CNc2cc([N+](=O)[O-])ccc2C)c(N)n1 | i | 1.3
COc1cc(OC)cc(C(=O)NNC(=O)Cc2cccs2)c1 | i | 1.6
COc1ccccc1OCCNC(=O)C1CC(=O)N(c2ccccc2OC)C1 (stereo not given) | i | 0.2
CN(C)C/C=C/C(=O)Nc1cccc(-c2c[nH]c3ncnc(Oc4ccc(NC(=O)CC(=O)Nc5ccc(F)cc5)cc4F)c23)c1 | i | 0.7
CC1CCN(C(=O)c2ccc(-c3ccccc3Cl)o2)CC1 | i | 1.2
NC(=Nc1ccccc1)NC(=O)c1nc(Cl)c(N)nc1N | i | 1.6
COCCNC(=O)C1(C)CCN(C(=O)COc2ccc(Cl)cc2Cl)C1 (stereo not given) | i | 0.8
NC(=O)c1ncn([C@@H]2O[C@H](CNCc3ccc(-c4cc(C(F)(F)F)ccc4Cl)o3)[C@@H](O)[C@H]2O)n1 | i | 0.8
C[C@@H]1CN([C@@H](C)CO)C(=O)CCCn2cc(nn2)CO[C@H]1CN(C)S(=O)(=O)c1ccc(Oc2ccccc2)nc1 | i | 2.8
CN(C)C(=O)c1cccc(-c2cnc3c(NC=O)cc(-c4ccc(N(C)C)cc4)cn23)c1 | i | 1.8
O=S1(=O)CC(N2CCN(c3ccccn3)CC2)CN1C1CCCCC1 (stereo not given) | i | 1.0
O=C(NCc1ccccc1)C1(C(F)(F)F)C/C(=C\CCO)CCCO1 (stereo not given) | i | 2.0
O=C1C(Sc2cccc(F)c2)=C[C@@]2(O)CC[C@@H](O)[C@]1(Sc1cccc(F)c1)[C@H]2O | i | 2.0
Cc1cc(NC(=O)C(C)SCC(=O)OCC(=O)N(C)c2ccccc2)no1 (stereo not given) | i | 0.2
CN1CC[C@]2(CCN3CCc4c(oc5ccccc45)[C@@H]3C2)N(C)C1=O | i | 1.2
COc1ccc(NC(=O)C2(C)Cc3c(-c4cccc(NC(C)=O)c4)ccnc3O2)cn1 (stereo not given) | u | x
CCN(CC)CCCN1C(=O)C(=O)/C(=C(/O)c2ccc(OC)cc2)C1c1ccco1 (stereo not given) | i | 0.2
O=C1NC[C@H](CCCCN2CCN(CC3CCCCC3)C(=O)C2=O)N(Cc2ccccc2)C1=O | i | 1.5
CCCS(=O)(=O)NC(=O)C1(C)CCN(C(=O)c2cc(C)nn2C(C)(C)C)C1 (stereo not given) | i | 1.1
CCOC(=O)[C@]12CCC=C1N(Cc1ccc(Cl)cc1Cl)C(=O)[C@H](CC(=O)NCc1cccc(C(F)(F)F)c1)C2 | i | 0.8
COc1ccc(-c2ccc3oc(-c4ccc(OC)cc4)c(C#CCO)c3c2)cc1 | + | 6.1*

Single records (already shown):
Cc1cc(NC(=O)C(C)SCC(=O)OCC(=O)N(C)c2ccccc2)no1 (stereo not given) is entered as Myeloid diff MLP = i; Myeloid diff MLP GFP+ MAC1+ % = 0.2
Cc1cc(C(=O)c2ccc3ccccc3c2)c(C)o1 is entered as Myeloid diff MLP = i; Myeloid diff MLP GFP+ MAC1+ % = 0.4

(next part)
SMILES | Myeloid diff MLP | Myeloid diff MLP GFP+ MAC1+ %
Cc1ccc(S(=O)(=O)Nc2cc(S(=O)(=O)N3CCOCC3)ccc2NCC2CCCO2)cc1 (stereo not given) | i | 1.1
CC(OC(=O)c1cc(Br)ccc1O)C(=O)Nc1ccc(S(=O)(=O)N2CCCC2)cc1 (stereo not given) | i | 0.9
CC(NC(=O)COC(=O)C1CC1C)c1ccccc1 (stereo not given) | i | 1.0
COc1cccc(N2[C@@H](CC(=O)O)c3ccccc3S2(=O)=O)c1 | i | 1.6
CN(C(=O)c1cc(-c2cccs2)nn1-c1ccccc1)C1CCS(=O)(=O)C1 (stereo not given) | i | 2.2
CCc1nc2c(OCC(=O)c3ccc(F)cc3)cccn2c1N(C)C(=O)c1cccs1 | i | 0.2
C(=C\c1ccccc1)/CN1CCN(C(c2cc3ccccc3o2)c2nnnn2Cc2ccccc2)CC1 (stereo not given) | i | 1.0
Sc1ccccc1N=Cc1cccs1 | i | 0.8
O=C(C[C@@H]1C/C=C/CC[C@@H](Cc2ccc(F)cc2)C(=O)O[C@H](c2ccccc2)CNC1=O)NCCO | i | 2.3
Cc1sc(NC(=O)CS(=O)(=O)c2ccccc2)c(C(N)=O)c1C | i | 1.7
CCC(=O)c1cn(/C(=C\C(=O)OC(C)(C)C)CCC(OC)OC)cc1CC | + | 7.3*
C#CCOCCOCCOCCNc1nc(N2CCN(C(=O)[C@H](C)n3cc(CCC(=O)O)nn3)CC2)nc(N2CCN(C(=O)[C@H](C)n3cc(CCC(=O)O)nn3)CC2)n1 | i | 1.5
Cc1ccc(CN2CC(C(=O)N3CCN(c4ccccc4O)CC3)CC2=O)cc1 (stereo not given) | i | 0.4
O=C(Nc1ccccn1)C1CCN(S(=O)(=O)c2ccc3c(c2)OCCCO3)CC1 | i | 1.1
COc1cccc(C(=O)c2ccncc2C(=O)O)c1OC | i | 1.0
O=C(Cc1ccc(S(=O)(=O)N2CCOCC2)s1)Nc1ccc(Br)c(C(F)(F)F)c1 | i | 0.2
COc1ccccc1Nc1ncccc1C(=O)O | i | 0.2
O=C(NCCC(F)(F)F)c1cccc2c(-c3ccc(F)c(F)c3)coc12 | i | 1.9
Cc1sc2ncnc(N3CCC(C(=O)N4CC(C)SC4=Nc4ccc(Cl)cc4)CC3)c2c1C (stereo not given) | i | 2.2
CCN(c1cccc(C)c1)S(=O)(=O)c1cc2c3c(c1)CCC(=O)N3CCC2 | i | 1.1
CCN(CC(=O)Nc1ccc(OC)cc1)C(=O)c1ccc(Cl)c(S(=O)(=O)N2CCCC2)c1 | i | 2.0
COc1ccccc1NC(=O)COc1ccc(C(=O)NCC2CCCO2)cc1OC (stereo not given) | i | 0.7
COC(=O)c1ccc(CSC2=NC[C@@H]3[C@@H]4C(=O)N(C)C(=O)[C@@H]4[C@](C)(C(=O)OC)N23)cc1 | i | 0.7
O=C1c2ccccc2C(c2nnnn2Cc2ccccc2)N1Cc1ccc2c(c1)OCO2 (stereo not given) | i | 1.2
COc1ccc(CNC(=O)C[C@@H]2C=C[C@@H](NS(=O)(=O)c3cccc(OC)c3)[C@@H](CO)O2)cc1 | i | 0.6
CCCCC(C)Sc1nc2c([nH]1)c(=S)n(C)c(=O)n2C (stereo not given) | i | 1.5
COc1ccc(-c2oc3c(c2C#CC(C)(C)O)C(OC)CCC3)cc1 (stereo not given) | i | 0.9

Some of the entries so far, with values under each structure:
Below each compound – Myeloid diff MLP, Myeloid diff MLP GFP+ MAC1+ %
CC(C)N(C)c1ncnc2c1ncn2[C@H]1CN(C2CCCC2)C[C@@H](CO)O1
    i, 1.1
O=C(c1ccc2nc[nH]c2c1)N1CCN(S(=O)(=O)c2cccc(F)c2)CC1
    i, 0.7
CC(=O)NCCNC(=O)Cn1nnc(-c2ccccc2)c1COc1ccc2ccccc2c1
    i, 1.5
